Screens deposited in PubChem by Sanford-Burnham Center for Chemical Genomics.
SENP7 inh – inhibitors of human SENP7 protease; Q9BQF6; recombinant SENP7, Z-RLRGG-aminoluciferin luminescence, 40 min; inhibition, % at 5 µM; 330,000 compounds, 1.5% hits; AID 434973;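 active = inhibition above about 50% at the single test dose, limit read from the data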;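 also: plate controls were DMSO with enzyme for no effect and no enzyme buffer wells for full effect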
MPTP block – inhibitors of mitochondrial permeability transition pore. inhibition, % at 10 µM. 360,000 compounds, 1.4% hits. AID 602449. isolated mouse mitochondria, Ca2+ swelling absorbance, 30 min;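 active = inhibition of 50% or more, scaled per plate between neutral and stimulator controls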;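 also: 0% = DMSO wells given calcium and 100% = 1 mM EGTA wells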
SENP6 block – inhibitors of human SENP6 protease; Q9GZR1; Recombinant SENP6 catalytic domain, aminoluciferin luminescence; inhibition, % at 10 µM; 330,000 compounds, 1.8% hits; AID 2599;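 active = inhibition above about 50% at the single tested dose, limit read from the data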;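 also: plate controls were DMSO wells with enzyme for no effect and DMSO wells lacking enzyme for full effect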
Target sequence (Q9GZR1 628-1112 limits assumed): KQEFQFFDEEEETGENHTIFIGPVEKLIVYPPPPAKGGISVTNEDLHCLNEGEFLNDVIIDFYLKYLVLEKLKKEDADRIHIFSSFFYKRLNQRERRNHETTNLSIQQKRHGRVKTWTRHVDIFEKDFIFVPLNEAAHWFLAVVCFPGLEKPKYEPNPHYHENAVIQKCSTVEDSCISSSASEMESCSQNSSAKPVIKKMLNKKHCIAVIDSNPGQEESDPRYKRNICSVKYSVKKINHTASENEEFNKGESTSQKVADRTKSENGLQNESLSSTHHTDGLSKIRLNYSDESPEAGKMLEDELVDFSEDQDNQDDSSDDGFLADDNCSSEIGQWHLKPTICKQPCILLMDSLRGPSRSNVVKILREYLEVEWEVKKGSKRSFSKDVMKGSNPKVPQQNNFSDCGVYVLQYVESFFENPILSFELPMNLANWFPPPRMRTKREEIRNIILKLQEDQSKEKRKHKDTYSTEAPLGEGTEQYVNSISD
SENP8 block – blocks human SENP8 cleavage of Nedd8 substrate; Q96LD8; 360,000 compounds, 0.64% hits; inhibition, % at 20 µM; recombinant SENP8, Nedd8 substrate fluorescence; in the data active = inhibition mostly above about 40%, no sharp cut-off; inactive = mostly below about 27%
Target sequence (Q96LD8 whole entry, looked up): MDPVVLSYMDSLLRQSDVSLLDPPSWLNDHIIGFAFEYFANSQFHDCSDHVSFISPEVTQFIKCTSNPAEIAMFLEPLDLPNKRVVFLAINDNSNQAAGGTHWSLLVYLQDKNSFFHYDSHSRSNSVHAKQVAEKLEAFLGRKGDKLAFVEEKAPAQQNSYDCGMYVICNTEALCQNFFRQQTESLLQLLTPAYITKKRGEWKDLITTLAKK
ATG4B inh – blocks human ATG4B protease cleavage of LC3 substrate; ATG4B cleavage of LC3-PLA2, NBD-HPC fluorescence, 1 h; AID 504462; Q9Y4P1; inhibition, % at 8.33 µM; 340,000 compounds, 0.51% hits; in the data active = inhibition above about 40%
Target sequence (Q9Y4P1 whole entry, looked up): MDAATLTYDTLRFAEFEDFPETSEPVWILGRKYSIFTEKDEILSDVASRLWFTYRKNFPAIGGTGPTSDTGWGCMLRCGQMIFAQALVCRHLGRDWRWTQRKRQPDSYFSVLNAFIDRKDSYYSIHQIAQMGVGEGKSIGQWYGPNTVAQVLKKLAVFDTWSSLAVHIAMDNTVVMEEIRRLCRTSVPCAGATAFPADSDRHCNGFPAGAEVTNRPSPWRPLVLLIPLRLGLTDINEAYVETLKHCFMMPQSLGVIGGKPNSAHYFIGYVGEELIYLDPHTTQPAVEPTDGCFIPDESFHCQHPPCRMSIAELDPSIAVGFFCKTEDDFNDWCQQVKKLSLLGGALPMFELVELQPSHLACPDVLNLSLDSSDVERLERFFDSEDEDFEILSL
GRIN3A LBD mod – NR3A (human) ligand-binding domain modulation | NR3A LBD differential scanning fluorimetry, Tm shift; 0% = protein alone, 100% = glycine-bound protein | Tm shift relative to glycine control, % at 25 µM | 340,000 compounds, 2.5% hits | AID 1259313;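 active = melting temperature shift of at least 10% of the positive control shift, at one fixed dose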
PfG6PD inh – PfG6PD (Plasmodium falciparum) enzyme inhibition. 350,000 compounds, 0.78% hits. AID 504690. PfGluPho enzyme, NADPH resazurin-diaphorase fluorescence. inhibition, % at 20 µM;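 active = inhibition reaching at least a set limit at 20 µM in the primary screen, cut at about 59% in these data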;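 also: 0% = DMSO wells with substrate and 100% = DMSO wells lacking glucose-6-phosphate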
HKDC1 inhibitor – inhibitors of human hexokinase HKDC1 | inhibition, % at 20 µM | Q2TB90 | 340,000 compounds, 0.16% hits | recombinant HKDC1, G6PDH/diaphorase resazurin coupled fluorescence | AID 493160;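 active = inhibition above about 35% when tested at 20 µM, limit read from the data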;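 also: plate controls were DMSO wells with enzyme for no effect and DMSO wells lacking enzyme for full effect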
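Assay system – recombinant HKDC1 (HK5) hexokinase enzyme, produced in-house · Input – HKDC1 at 5 µg/mL · Reagent – glucose plus 1 mM ATP as hexokinase substrates · Timing – 90 min reaction incubation at room temperature, dark · Measured by – G6PDH/diaphorase-coupled fluorescence, 1 mM NADP, 100 µM resazurin, 525/613 nm · Benchmarks – DMSO-enzyme wells negative, buffer-substituted wells positive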
* marks the source's active call; other numbers are inactive results; nt = no result given.

SMILES	SENP7 inh	MPTP block	SENP6 block	SENP8 block	ATG4B inh	GRIN3A LBD mod	PfG6PD inh	HKDC1 inhibitor
CN1C(C(=O)NCc2cccs2)=CC(c2ccc(F)cc2)=NS1(=O)=O	1	-1.3	-17	-23	-1	2	9	-5
O=C(O)CCCc1ccccc1	13	-2.1	-7	5	-8	-4	-8	-4
CCCNC(=O)c1cc(S(=O)(=O)N2CCCCC2)c[nH]1	-5	0.6	-4	-16	-8	0	-10	-6
CCOC(=O)N1CCC(N(C(=O)Nc2cccc(OC)c2)C(C)CC)CC1 (configuration not stated)	-7	2.4	-25	1	5	-5	-6	-11
CC1CCC2(CC1)NC(=S)N(c1ccccc1)N2 (configuration not stated)	11	-3.1	13	20	1	9	22	-4
CCC(C)C(=O)N1c2ccccc2C(=C2SC(C(=O)OC)=C(C(=O)OC)S2)C(=S)C1(C)C (configuration not stated)	4	4.0	-12	56*	-9	-4	20	0
COc1ccc(C(c2sc3nc(C)nn3c2O)N2CCc3ccccc3C2)cc1 (configuration not stated)	-13	0.2	-16	9	-2	-3	59*	-3
CCOc1ccc(NC(=S)C(C#N)=C2N(C)c3ccccc3N2C)cc1	-3	0.8	-31	4	-8	0	19	-6
O=C(NCCCN1CCOCC1)c1cc(-c2ccc(F)cc2)no1	-4	-0.6	1	15	-8	-3	6	-4
Nc1nnc(-c2ccc(Cl)cc2)s1	14	0.4	-33	-58	15	0	-10	4
CCN(CC)C(=O)CSc1nnc([C@@H](N)Cc2ccccc2)o1	2	-0.3	9	8	5	1	6	-11
COc1ccc(NC(=O)c2ccc3nccnc3c2)cc1	0	-2.4	4	22	-6	0	1	-9
CC(C)CC1NC(=O)N(CC(=O)N2CCCc3ccccc32)C1=O (configuration not stated)	-1	-0.1	7	8	-1	-2	20	-8
Cc1sc(-n2cccc2)c(C(=O)O)c1C	-4	-1.0	-17	29	8	-2	-18	4
Nc1c(-c2ccc(Cl)cc2)cnc2ncnn12	1	5.7	0	17	-4	0	-8	-6
CC(C)(C)C(=O)c1sc(Nc2ccccc2)nc1N	-9	0.8	6	23	-5	3	10	-2
Cn1cccc1/C=N/NC(=O)c1cc2ccccc2cc1O	48	3.8	59*	-207	-1	2	15	-6
O=C1OCCC1Sc1nc2ccccc2c(=O)n1Cc1ccccc1 (configuration not stated)	-5	-2.6	2	17	-4	0	-16	3
COc1ccc(CCNC(=S)Nc2cc(C)ccc2C)cc1	8	-0.7	-7	5	2	8	-4	-3
Cc1ccccc1OCCCC(=O)Nc1ccc2c(c1)OCO2	4	1.0	-8	11	-5	-11	14	5
CC(=O)NC(CC(=O)OC(C)C(=O)Nc1ccc(Cl)cn1)c1ccccc1 (configuration not stated)	3	-0.1	-13	9	9	0	-13	0
COc1ccccc1C(=O)NC(=S)NC12CC3CC(CC(C3)C1)C2	-5	0.5	3	2	1	-2	-8	0
Cc1cc(N2CCCCC2)n2nc(C)c(-c3ccccc3)c2n1	5	2.3	-6	-462	4	6	-7	2
Cc1nnc(NC(=O)CCC(=O)N2CCC(C)CC2)s1	-2	-0.3	-9	14	3	0	3	8
CN(C)CCn1c(=S)[nH]c2ccc(Cl)cc2c1=O	-9	0.9	-16	-18	-23	-1	4	-5
Cc1ccc(/C=C2/NC(=O)N(c3ccccc3)C2=O)o1	3	4.5	-1	-89	-5	-4	9	-4
CC1CCCN(S(=O)(=O)c2ccc(S(=O)(=O)N3CCCN(Cc4ccccc4)C3)cc2)C1 (configuration not stated)	nt	-0.1	nt	8	-3	-2	-7	-9
CCC(Sc1ccccn1)C(=O)Nc1nnc(C)s1 (configuration not stated)	3	-1.2	-10	26	1	1	-27	-1
Cc1nc2ccccc2nc1Nc1cccc(Cl)c1	1	2.8	-4	-124	-10	-2	17	3
Cc1c(C(=O)OCC(=O)N2CCCC(C)C2)oc2ccccc12 (configuration not stated)	8	-2.5	-22	4	2	nt	13	-1
CC1CCN(CCCNC(=O)CN2C(=O)CSc3ccc(S(=O)(=O)N4CCCCC4)cc32)CC1	2	-3.1	9	17	-2	-1	-9	-1
COc1ccc(C(=O)NCCCc2nc3ccccc3n2Cc2cc(C)ccc2C)cc1OC	-7	-0.8	-10	7	-14	-3	12	-4
O=C(CN1C(=O)CCS(=O)(=O)c2ccccc21)Nc1cccc(F)c1	5	5.1	13	24	-4	-3	-1	-1
O=C(NCc1ccccn1)c1ccc(CNS(=O)(=O)c2cccc(C(F)(F)F)c2)cc1	9	0.6	-6	4	-11	0	2	-9
Cc1cc(NC(=O)CCN2CCN(Cc3ccccc3)CC2)ccc1Br	6	-1.1	-16	17	-12	1	-2	3
COc1ccc2c(c1)c(C(C)=O)c(C)n2-c1ccccc1OC	-8	2.2	-4	-29	-4	-1	16	5
CCCn1c(SCC(=O)NNC(=O)c2ccc(OC)cc2)nnc1C(C)C	-8	-1.4	-20	9	-5	0	-10	-5
O=C(c1cccc([N+](=O)[O-])c1)n1nc(-c2ccccc2)nc1NCc1ccccc1	nt	2.5	nt	12	3	-1	8	-7
COc1ccccc1CNC(=O)c1cc(S(=O)(=O)N2CCCC2)cn1C	7	-1.3	-8	-6	-14	0	-1	-6
C=CCn1c(SCc2c(C)noc2C)nc2sc3c(c2c1=O)CCCCC3	11	15	1	14	-4	1	1	1
Cc1ccc(NC(=O)CCCC2CCCCC2)c(O)c1	1	5.9	-5	-2	-6	-5	1	3
CC(C)C(C)(C#N)NC(=O)CSc1nc2scc(-c3ccc(F)cc3)c2c(=O)n1Cc1ccccc1 (configuration not stated)	-1	1.8	-1	4	-3	1	8	3
CC(=O)N(C(C)=O)c1c(N2CCOCC2)c2ccccc2oc1=O	6	-0.5	-1	21	4	0	-9	-8
O=C(NC(=S)Nc1ccccc1N1CCOCC1)c1ccccc1F	1	1.0	-3	17	14	1	26	6
COc1ccc(/C=N/c2c(-c3ccc(OC)cc3)nc3n2CCS3)cc1	-1	0.6	4	0	-20	-32	19	-7
CC1Cc2ccccc2N1C(=O)C1CCN(S(=O)(=O)c2cccs2)CC1 (configuration not stated)	-9	0.8	-20	30	11	-1	2	1
CCC(C)(C(=O)NC1CCCC1)N(C(=O)c1ccccn1)c1ccc(C)cc1 (configuration not stated)	-4	-0.6	-15	19	-16	2	-9	-4
Nc1c2c(nc3ccccc13)N(c1ccccc1)CC2	-2	-3.5	-22	-355	-6	-9	3	-25
CC(=O)c1cc(OC(=O)c2ccncc2)ccc1OC(=O)c1ccncc1	-5	-0.1	-11	7	1	-3	0	1
CCCc1nc2ccccc2c(C(=O)OCC(=O)c2ccc3c(c2)NC(=O)CO3)c1CC	23	10	-7	7	-3	7	4	4

Additional structures.
SMILES	SENP7 inh	MPTP block	SENP6 block	SENP8 block	ATG4B inh	GRIN3A LBD mod	PfG6PD inh	HKDC1 inhibitor
CCOC(=O)c1cccc(NC(=O)C(C)N2C(=O)c3ccccc3C2=O)c1 (configuration not stated)	11	-0.2	3	18	-6	-3	18	-2
CCCCOc1ccc(C(=O)N2CCNC(=O)C2CC(=O)OC(C)C)cc1 (configuration not stated)	-6	-0.8	-14	11	-5	-3	6	-5
Cc1nnc(N(C)C(=O)c2ccccn2)s1	0	-4.8	6	13	3	1	-12	-4
COc1cc2c(cc1NC(=O)CSc1ccccc1)oc1ccccc12	3	1.4	-5	-14	-5	35*	34	9
COc1ccc(CCNS(=O)(=O)c2ccc3c(c2)NC(=O)C(C)S3)cc1OC (configuration not stated)	-15	-0.4	0	21	-9	1	-13	-7
CC(C)N1CCN(Cc2ccc(C#CC(C)(C)O)cc2)CC1CCO (configuration not stated)	-1	0.9	-21	-30	8	-1	-11	-10
CC(C)NC(=O)COCc1cc(-c2ccc3c(c2)OCO3)on1	-8	-1.2	8	3	-1	1	-1	-4
C=CCN1CN(S(=O)(=O)c2cccc(Cl)c2)c2nc3ccccc3nc21	5	-0.2	13	-136	-9	-10	36	3
CC(NC(=O)c1ccccc1F)c1nnc(SCC(=O)NC2=NCCS2)n1C (configuration not stated)	3	-0.4	2	6	-7	-2	6	-6
O=C1CSC(=S)N1N=Cc1ccc2c(c1)OCO2	nt	-0.7	nt	10	-3	-1	7	1
CCN(CC(=O)Nc1ccc(OC)cc1)C(=O)c1oc2c(Cl)cccc2c1C	-1	-0.7	-10	11	-7	-1	7	-1
CC(=NNC(=O)Cn1ccc(C(F)(F)F)n1)c1ccc(-n2ccnc2)cc1	1	-1.3	-5	3	-8	1	3	-7
CCOC(=O)c1nn(-c2ccc(F)cc2)c2nc(CC(C)C)c(C#N)c(=O)n12	-10	1.6	-13	-268	-3	3	-12	8
Cc1ccc(C)c(S(=O)(=O)Nc2ccc3scnc3c2)c1	-5	0.0	-13	8	-17	-2	56	1
N#Cc1nc(-c2ccccc2)oc1N1CCC(C(N)=O)CC1	6	0.4	-12	-292	-3	1	-6	2
Cn1c(=O)c2[nH]c(CCCc3ccc([N+](=O)[O-])cc3)nc2n(C)c1=O	nt	-0.8	nt	-87	-1	1	-2	-1
Cc1cc(C(=O)N/N=C/c2cccnc2)cs1	-3	0.5	-25	8	5	-3	16	-14
N#Cc1ccc(CSc2nnc(-c3c[nH]c4ccccc34)n2-c2ccccc2)cc1	3	-0.2	7	15	37	-4	2	-5
O=C(c1ccccc1)N1N=C(c2ccccc2O)CC1c1ccc(Br)cc1 (configuration not stated)	7	0.2	-42	6	2	-1	1	-3
C/C(=C\c1ccccc1)C(=O)Nc1ccc(Cl)cn1	27	-1.2	40	2	9	-2	0	7
O=S(=O)(NCC(c1ccco1)N1CCN(c2ccc(F)cc2)CC1)c1ccc2c(c1)OCCO2 (configuration not stated)	1	-0.3	-8	16	-8	-6	1	-7
O=C(NN1C(=O)C2C3CCC(O3)C2C1=O)c1ccc(Br)o1 (configuration not stated)	1	-1.9	7	4	-4	-2	-7	-6
Cn1nc(-c2ccccc2)c(-c2nc(-c3ccccc3Cl)no2)c1Cl	1	1.4	-7	14	-3	-1	3	-2
COc1ccc(C(=O)NC(=S)N2CCN(c3ccccc3OC)CC2)cc1	0	-0.5	-13	10	1	1	-5	0
C[C@@H]1COC(=O)[C@H](CC(=O)OC(C)(C)C)C/C=C\C[C@H](CC(=O)NCCO)C(=O)N1	-3	-0.7	-5	12	3	-2	-5	-3
c1ccc(CSc2ccc(-c3ccco3)nn2)cc1	18	2.1	60*	-3	5	2	-2	-3
NC(=O)c1ccccc1OCc1nnc(-c2ccccc2Br)o1	-7	0.4	6	0	-8	-5	1	-8
COc1cc(CN2CCNC(=O)C2CC(=O)N(C)CCN2CCOCC2)cc(OC)c1 (configuration not stated)	3	-2.6	2	-19	3	0	-11	3
Cn1c(=S)[nH]c2scc(-c3cccs3)c2c1=O	nt	6.7	nt	14	-7	-5	13	18
COc1cc(NC(=O)[C@H]2CSCN2C(=O)[C@@H]2CCC(=O)N2)cc(OC)c1OC	11	0.7	-3	5	6	-1	-10	1
NS(=O)(=O)c1ccc(NC(=S)NCc2cccs2)cc1	-5	0.5	-9	7	-10	-1	1	16

Part of the list above in another layout:
mol | SENP7 inh | MPTP block | SENP6 block | SENP8 block | ATG4B inh | GRIN3A LBD mod | PfG6PD inh | HKDC1 inhibitor
COc1cc(CN2CCNC(=O)C2CC(=O)N(C)CCN2CCOCC2)cc(OC)c1 (configuration not stated) | 3 | -2.6 | 2 | -19 | 3 | 0 | -11 | 3
O=C(NN1C(=O)C2C3CCC(O3)C2C1=O)c1ccc(Br)o1 (configuration not stated) | 1 | -1.9 | 7 | 4 | -4 | -2 | -7 | -6
COc1ccc(C(=O)NC(=S)N2CCN(c3ccccc3OC)CC2)cc1 | 0 | -0.5 | -13 | 10 | 1 | 1 | -5 | 0
NC(=O)c1ccccc1OCc1nnc(-c2ccccc2Br)o1 | -7 | 0.4 | 6 | 0 | -8 | -5 | 1 | -8
